Assay outcomes: PubChem, several laboratories
CR mimetic SO – reduction of superoxide in aged yeast, primary screen, HTS; S. cerevisiae aged cells, superoxide DHE fluorescence; stronger effect = lower value; superoxide response (% of plate mean), % at 10 µM; actives 0.18% (n = 330,000); AID 2690, 2010;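 active means superoxide response under a set limit, about three screen SD below normal, cut at about 65% in these data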;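 further: yeast aged for seven days with compound at 30 °C before DHE staining; 100% = average MFI of all compound-treated wells on the plate with controls excluded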
MEX-5 binding – MEX-5 zinc finger RNA-binding disruptors – biochemical, C. elegans, fluorescence polarization, MLPCN library, primary screen | actives 0.38% (n = 300,000) | Zinc finger protein mex-5 (Caenorhabditis elegans), Q9XUB2 | MEX-5/FITC-TCR2 RNA binding; stronger effect = lower value | activity score (negative = inhibition of binding), % at 10 µM | AID 1832, 2009;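 active means inhibition past about -25% in most replicates, and total fluorescence under double the plate's negative control median, limit read from the data; inconclusive means replicates evenly split on the limit, or fluorescence at least double controls; inactive means too little inhibition in most replicates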;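 further: 0% = DMSO and -100% = 5 µM competing unlabeled TCR2 RNA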
Bcl-xL primary – inhibitors of human Bcl-xL, primary screen, biochemical, fluorescence polarization, HTS; GST-Bcl-xL / FITC-Bim BH3 peptide fluorescence polarization; AID 2129, 2009; Bcl-2-like protein 1 (Homo sapiens), Q07817; inhibition, % at 10.9 µM; actives 0.7% (n = 320,000);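 active means inhibition above the mean of all tested compounds plus 3 SD, cutoff set per campaign, cut at about 30% in these data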;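 further: 0% = DMSO wells and 100% = unlabeled Bim-BH3 peptide competitor; inhibitors lower millipolarization by displacing the labeled peptide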
MCL1-BIM inh – inhibitors of MCL1 binding to BIM-BH3, primary screen, biochemical, fluorescence polarization; Induced myeloid leukemia cell differentiation protein Mcl-1 (Homo sapiens), Q07820; GST-MCL1 / FITC-Bim-BH3 fluorescence polarization; inhibition, % at 10.9 µM; actives 0.68% (n = 320,000);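 active means inhibition above the mean inhibition of all tested compounds plus 3 SD, set per campaign, cut at about 40% in these data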;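 further: 0% = DMSO wells and 100% = unlabeled Bim-BH3 peptide control; higher means more loss of mP so more displacement of Bim peptide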
VLA-4 inh – inhibition in human VLA-4 binding assay, primary screen, VLA-4 allosteric modulator project, MLPCN library, flow cytometry, VLA-4 expressing cells | actives 0.2% (n = 330,000) | inhibition, % (about 7 µM as worked out from the volumes in the protocol) | ligand binding flow cytometry; in the data active means inhibition above about 50%
Target sequence (P13612 whole entry, looked up): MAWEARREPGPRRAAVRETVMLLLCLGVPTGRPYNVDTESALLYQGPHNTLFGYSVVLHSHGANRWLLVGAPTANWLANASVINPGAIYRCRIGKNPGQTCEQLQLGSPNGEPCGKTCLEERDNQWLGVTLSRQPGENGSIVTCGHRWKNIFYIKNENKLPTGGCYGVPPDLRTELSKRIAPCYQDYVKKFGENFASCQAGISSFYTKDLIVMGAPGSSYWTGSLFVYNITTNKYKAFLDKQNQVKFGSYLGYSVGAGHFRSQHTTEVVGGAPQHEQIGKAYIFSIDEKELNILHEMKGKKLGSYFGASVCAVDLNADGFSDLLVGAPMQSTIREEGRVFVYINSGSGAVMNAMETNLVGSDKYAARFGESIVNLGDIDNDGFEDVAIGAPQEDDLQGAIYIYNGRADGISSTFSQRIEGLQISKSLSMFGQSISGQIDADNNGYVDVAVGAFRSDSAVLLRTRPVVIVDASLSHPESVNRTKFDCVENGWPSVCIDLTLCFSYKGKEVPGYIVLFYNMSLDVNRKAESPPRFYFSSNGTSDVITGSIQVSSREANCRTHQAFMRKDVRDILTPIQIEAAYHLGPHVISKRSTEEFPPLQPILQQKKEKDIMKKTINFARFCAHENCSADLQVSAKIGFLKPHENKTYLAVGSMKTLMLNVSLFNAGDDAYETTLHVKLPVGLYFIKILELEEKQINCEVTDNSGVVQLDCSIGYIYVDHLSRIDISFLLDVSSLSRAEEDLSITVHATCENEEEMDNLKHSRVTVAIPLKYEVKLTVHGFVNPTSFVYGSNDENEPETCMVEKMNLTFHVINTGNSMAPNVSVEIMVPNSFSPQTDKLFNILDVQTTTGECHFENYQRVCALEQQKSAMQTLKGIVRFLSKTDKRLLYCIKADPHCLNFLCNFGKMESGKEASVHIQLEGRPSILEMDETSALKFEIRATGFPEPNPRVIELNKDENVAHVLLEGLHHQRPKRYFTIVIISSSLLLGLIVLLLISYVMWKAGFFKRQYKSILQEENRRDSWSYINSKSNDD
CIT2-GFP yeast – modulators of CIT2-GFP expression in yeast, primary screen, S. cerevisiae, GFP fusion, multiplex flow cytometry, MLPCN library | AID 2029, 2009 | S. cerevisiae CIT2-GFP strain, 3 h; 100 means same as DMSO wells | GFP response vs DMSO, % at 10 µM | actives 0.065% (n = 320,000);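 active means GFP response relative to DMSO above a set limit, near the screen mean plus 3 SD, cut at about 150% in these data; inconclusive means Fewer than 70 cells measured for a yeast strain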;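 further: ratio of well median GFP fluorescence to mean of DMSO wells on the plate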
AGP1-GFP MLPCN – modulators of AGP1-GFP expression in yeast TOR pathway, primary screen, cell-based, multiplex flow cytometry, S. cerevisiae, MLPCN library | 3 h; GFP as percent of DMSO wells | GFP response vs DMSO, % at 10 µM | actives 0.02% (n = 320,000) | AID 2066, 2009;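 active means GFP response relative to DMSO above a set limit, near screen average plus 3 SD, cut at about 150% in these data; inconclusive means fewer than 70 cells counted for the yeast strain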;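 further: median GFP channel fluorescence of the gated AGP1 strain per well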
GRK2 inh – compounds blocking aptamer binding on GRK2 – biochemical, human GRK2, bead flow cytometry, HTS, primary screen. inhibition of aptamer binding, % at 10 µM. Beta-adrenergic receptor kinase 1 (Homo sapiens), P25098. actives 0.59% (n = 330,000). FAM-aptamer displacement from GRK2;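 active means inhibition of aptamer binding above 40%, roughly 3 SD of noise, on plates passing a quality check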;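 further: median bead fluorescence of bound FAM aptamer so fluorescent compounds give negative values; no value below 0 was filed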
GLD-1 RNA inh – GLD-1/TGE RNA complex disruptors, primary screen, biochemical, fluorescence polarization; purified GLD-1 + fluorescein TGE RNA; inhibition, % at 5.96 µM; actives 0.44% (n = 320,000); AID 2280, 2010;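 active means percent inhibition above a per-plate cutoff, the plate mean of test compounds plus 3 SD, cut at about 30% in these data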;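 further: 0% = DMSO wells with GLD-1 and probe and 100% = wells lacking GLD-1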
Starred values were filed as active, the others as inactive; ? = inconclusive; / = no result given; [ ] = remark or other dose. Not a hit list; about 2.1% have a hit in one of these screens.

SMILES	CR mimetic SO	MEX-5 binding	Bcl-xL primary	MCL1-BIM inh	VLA-4 inh	CIT2-GFP yeast	AGP1-GFP MLPCN	GRK2 inh	GLD-1 RNA inh
COc1ccc(O)c(-c2cc(-c3ccc(F)cc3)n[nH]2)c1	108	-1.1	4	5	2	97	93	0	3
COc1ccc(CC(=S)N2CCOCC2)cc1OC	77	0.2	5	3	27	94	93	0	1
O=P(c1ccc2c(c1)OCCO2)(N1CCOCC1)N1CCOCC1	103	0.9	4	2	12	97	95	0	-3
CN(CC(=O)NCc1ccccn1)S(=O)(=O)c1ccc(Cl)cc1	100	-0.7	5	15	1	111	102	0	-4
O=C1COc2ccc(C(=O)COC(=O)c3sc4ccccc4c3Cl)cc2N1	98	-1.6	4	-17	3	106	105	8	-9
COC/C=C/C1=CC2=CC(=O)C(C)(OC(=O)c3cnc4ccccc4n3)C(=O)C2=CN1C1CCCCC1 (centres undefined)	84	-6.2	22	28	1	102	106	8	14
COc1ccc(/C=N\NC(=O)c2cccc([N+](=O)[O-])c2)cc1Cn1cc([N+](=O)[O-])cn1	105	-0.1	4	7	-4	98	101	0	-2
CC1=C(C)C(=O)C(CCCCC#CCCCC#CCO)=C(C)C1=O	88	-0.2	12	19	7	86	87	4	5
CC(C)N1CCC(N2CCN(C/C=C/c3ccc(F)cc3)CC2CCO)CC1 (centres undefined)	95	1.2	2	3	0	102	98	0	3
Cc1cc(N2C(=O)C3CC=CCC3C2=O)no1 (centres undefined)	133	-0.2	1	1	0	96	97	0	1
Cc1cc2cc(CN(CCCO)S(=O)(=O)c3cccc4nsnc34)c(=O)[nH]c2cc1C	104	-2.1	4	5	/	93	98	4	-4
O=C(NCc1cccnc1)c1cccc2c1C(=O)N(C1CCCCC1)C2	107	-2.0	-4	1	-5	101	101	1	3
CCCN(Cc1ccc(C)cc1)C(=O)c1ccc(CNS(=O)(=O)c2ccc(C(C)=O)cc2)cc1	142	/	6	8	-6	?	?	0	2
CS(=O)(=O)/C(C#N)=C\c1cnc(S(=O)(=O)c2ccccc2)s1	118	0.7	-15	-35	8	96	95	1	-30
Cc1ccc2oc(/N=C(\N)NC(=O)C(C)(C)C)nc2c1	104	-1.5	-10	-1	-13	94	91	1	-2
O=S(=O)(NC1CCN(Cc2ccccc2)CC1)c1cccc(S(=O)(=O)N2CCOCC2)c1	96	-1.3	7	7	7	77	92	0	8
COc1cccc(C=Nc2ccc(N3CCOCC3)cc2)c1O	90	-1.7	-2	1	11	116	108	3	2
COCCNC(=O)c1cc2cc(Cl)cc(Cl)c2oc1=O	97	-0.9	3	4	-16	92	101	0	-3
O=C(C1CCN(c2ncnc3c2nc2n3CCCCC2)CC1)N1CCN(c2cccc(Cl)c2)CC1	102	-0.6	4	-5	-9	103	92	3	-8
COC(=O)c1ccc(CNC(=O)COC(=O)c2ccc(N(C)C)cc2)cc1	111	0.0	3	3	4	89	95	0	-7
COc1ccc(CN2C(=O)c3cccnc3C2=O)cc1S(=O)(=O)N1CCCCC1C (centres undefined)	102	0.8	4	-4	8	100	97	6	-9
O=C(CN(Cc1ccco1)C(=O)CNS(=O)(=O)c1ccccc1)NCc1ccccc1	91	2.4	8	11	-6	98	95	1	-6
Cc1c(NC(=S)NC(=O)c2cccc3ccccc23)cccc1C(=O)O	110	-1.0	3	1	-9	91	94	0	3
O=C(NCc1ccc2c(c1)OCO2)c1nc(Cn2cc([N+](=O)[O-])cn2)no1	107	-0.8	-1	-3	2	91	90	2	-4
COc1cccc2oc3ccc(C#Cc4ccccn4)cc3c(=O)c12	107	2.0	5	10	12	72	87	4	7
Cc1ccc(-n2nc3c(=O)n(CCCC(=O)NCc4cccc(Cl)c4)nc(C)c3c2C)cc1	114	2.2	12	8	7	104	111	4	7
COc1ccccc1-n1c(SCC(=O)NC(C)(C)C)nc(O)cc1=O	116	1.9	6	4	3	100	104	0	-4
Cc1ccccc1-c1nc(CS(=O)(=O)CC(=O)NCCCN2CCOCC2)c(C)o1	103	0.7	0	-3	9	98	102	0	-1
O=C(NCCNc1ccc(Cl)cc1[N+](=O)[O-])c1cccnc1	89	-0.9	3	2	4	101	98	0	-1
CCOC(=O)c1nnc2cc(-c3ccccc3)nn2c1C	98	/	8	-1	3	111	90	5	-9
COc1ccccc1N1CCN(S(=O)(=O)c2cc(C)sc2C)CC1	91	0.9	2	3	-21	98	97	0	0
CCOC(=O)N1CCN(S(=O)(=O)c2cc(Br)cc3c2N(C(C)=O)C(C)C3)CC1 (centres undefined)	100	0.4	4	6	10	100	101	0	4
CC(C)c1ccc(N(CC(=O)NC2CCCC2)C(=O)CCC(=O)Nc2nccs2)cc1	102	3.6	2	2	15	102	101	0	2
C=CCn1c(SCC2=C(C(=O)OCC)C(C)NC(=O)N2)nnc1C1CCCCC1 (centres undefined)	103	1.1	3	3	4	102	99	1	-3
Cc1cc(C)c2c(n1)sc1c(=O)n(-c3ccccc3)c(=O)[nH]c12	80	-1.6	2	-8	0	96	100	0	2
Cc1ccccc1-n1ncc2c1CC(C)(C)CC2NC(=O)c1cn[nH]c1C (centres undefined)	99	-2.6	6	5	0	126	112	0	3
CC1=C(C(N)=O)C(c2ccco2)C(C(N)=O)=C(C)N1	99	-2.8	18	15	20	95	106	0	10
Cc1ccc(-n2c(C)c([N+](=O)[O-])c3ccc(O)cc32)cc1	90	2.5	3	6	11	93	104	0	5
O=C(NC1CCN(C(=O)C2CCCCC2)CC1)c1ccccc1	99	1.5	3	6	-2	108	114	2	2
Oc1ccccc1N=Cc1c(O)ccc2oc3c(c12)CCCC3	82	-4.0	14	15	-8	89	93	1	38*
COc1ccc(OC)c(CCNC(=O)Cn2cccc2C(=O)c2ccccc2)c1	92	-1.3	3	7	9	106	105	0	0
Cc1ccc(NC(=O)C2CCN(c3nc(C)cc(C)n3)CC2)cc1	75	1.9	6	2	-1	86	82	3	2
COc1ccccc1CNC(=O)[C@H](C)NC(=O)C1CCN(C(=O)[C@H](CCSC)NC(=O)OC(C)(C)C)CC1	96	0.1	-3	3	14	99	106	0	2
CCC(=O)N1CCN(c2ccccc2NC(=O)COc2ccc(C(C)C)cc2)CC1	83	-2.1	5	5	11	/	92	0	-3
COC(=O)C1=C(C(=O)OC)[C@@H]2N(C)c3ccccc3[C@@]23C[C@@H](C(=O)OC)N(C(=O)CC(C)C)C3=N1	93	2.4	-4	-8	-1	86	90	1	5
N#Cc1nc(COc2ccc(Cl)cc2)oc1NCc1ccc2c(c1)OCO2	97	1.7	5	-1	5	98	104	0	-5
O=C(N/N=C\C=C\c1ccc([N+](=O)[O-])o1)c1cccs1	115	-4.6	/	/	-19	113	94	38	/
CC(=O)N1CCCc2cc(S(=O)(=O)N3CCCC(C(=O)NCc4ccccc4)C3)ccc21 (centres undefined)	98	2.0	-5	-1	-5	102	97	3	2
CC(=O)NC(Cc1c[nH]c2ccccc12)C(=O)OCC(=O)Nc1cc(C)on1 (centres undefined)	97	-3.7	6	-1	19	95	104	1	-2
COC(=O)c1c(C)nc(C)c(C(=O)OC)c1-c1cccs1	93	-0.6	7	6	-8	97	101	0	6
O=c1c(C=NCCCO)c(-c2ccccc2)[nH]n1-c1nc2ccccc2s1	93	-3.6	3	-1	-4	100	105	2	0
CC(=O)Nc1cc2nn(-c3ccccc3)nc2cc1C	99	-0.1	0	20	9	78	79	1	1
CCn1c(COc2cccc3ccccc23)nnc1SCC(N)=O	109	-2.5	-13	-16	0	95	96	0	-4
O=C(Nc1ccccc1Oc1ccsc1C(=O)O)c1ccccc1	99	0.8	2	-6	17	91	94	0	-1
Cc1ccc(CCC2C3=C(CCCC3=O)OC3=C2C(=O)CCC3)cc1	93	-0.8	5	3	-23	87	88	0	-6
Cc1ccc(C(=O)C(C)OC(=O)Cn2[nH]c(=O)c3ccccc3c2=O)cc1 (centres undefined)	95	2.6	0	-16	-10	108[may fluoresce green]	106[may fluoresce green]	0	-1
Clc1ccc(Cl)c(-c2ccc(/C=N/c3ncn[nH]3)o2)c1	107	0.1	3	1	4	100	85	4	0
CC(C)CN(C(=O)COC(=O)Cn1cnc2ccccc2c1=O)C1CCS(=O)(=O)C1 (centres undefined)	95	2.6	-8	-5	4	95	91	0	-1
CCn1c2ccccc2c2cc(NC(=O)CNC)ccc21	99	-1.0	2	1	2	90	104	0	2
CCc1ccc(OCCCC(=O)Nc2ccc(N3CCOCC3)cc2)cc1	87	-2.8	8	26	4	102	105	1	2

New compounds follow:
SMILES	CR mimetic SO	MEX-5 binding	Bcl-xL primary	MCL1-BIM inh	VLA-4 inh	CIT2-GFP yeast	AGP1-GFP MLPCN	GRK2 inh	GLD-1 RNA inh
CC(=O)N1CCN(c2ccc(NCc3cccs3)cc2)CC1	91	/	17	14	3	90	102	6	10
CCN(CC)S(=O)(=O)c1cccc(N2CC(O)=C(c3ccccc3)C2=N)c1	97	-1.3	7	4	-7	112	110	0	-5
CC1CCC(NCc2ccco2)CC1 (centres undefined)	106	1.0	7	7	-17	99	100	0	-2
COc1cccc(C2N(c3cccc(Cl)c3)C(=O)C3CCCN32)c1 (centres undefined)	104	2.9	-1	1	-5	101	107	0	-1
COc1ccc(CNC(=O)c2ccccc2SCC(=O)N2CCCC2)cc1OC	98	-0.8	7	7	-3	100	108	2	1
Cc1c(C(=O)NCc2cccnc2)oc2ccccc12	91	1.5	3	3	-1	106	103	0	1
COc1ccc(NC(=O)c2nc(C)c(C3(C)CC(c4cccnc4)=NO3)s2)cc1 (centres undefined)	95	-0.7	6	-1	-10	121	90	2	-3
O=C(O)CCCCCNS(=O)(=O)c1ccc(Cl)cc1	82	3.4	4	7	-2	87	86	2	-3
COc1ccc(OC)c(NC(=O)Nc2nnc(N3CCCCC3C)s2)c1 (centres undefined)	103	-0.7	6	5	-3	100	94	1	8
CCOC(=O)c1ccc(NC(=O)CCS(=O)(=O)c2cccc3nonc23)cc1	97	-0.1	6	-4	-7	100	104	5	2
Cc1ccc2oc(=O)c3cnn(CC(=O)N4CCN(c5ccccc5)CC4)c3c2c1	99	1.1	3	5	-16	101	99	1	4
CC(=O)c1sc(NC(=O)c2cccnc2Cl)nc1C	95	-2.8	0	1	41	109	100	4	2
Cc1cc(=O)oc(C)c1C(=O)NC1CCCCCCC1	108	-1.5	-5	-13	10	96	95	0	-9
